# MazEF act: activators of E. coli MazEF toxin-antitoxin RNase, primary screen, biochemical, fluorescence, uHTS; AID 504720, 2011; Endoribonuclease toxin MazF (Escherichia coli (strain K12)), P0AE70; activation, % at 20 µM; 0.32% of 350,000 active; FAM/BHQ RNA-DNA oligo cleavage fluorescence, 5 h; in the data active means activation above about 50%
# TcdB inh: TcdB glycohydrolase inhibitors, primary screen, biochemical, single point, plate reader; Toxin B (Clostridioides difficile), P18177; TcdB glycohydrolase enzymatic assay; inhibition, % at 9.99 µM; 0.24% of 350,000 active; AID 652162, 2013; in the data active means inhibition above about 10%
# PfHsp40 yeast: rescue of yeast from PfHsp40 toxicity, primary screen, S. cerevisiae, ATP luminescence | S. cerevisiae expressing PfHsp40, growth rescue | growth rescue, % at 12.5 µM | 0.68% of 340,000 active; in the data active means growth rescue above about 28%, passing the limit was not always enough;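 further: yeast W303a lacking pdr1 and pdr3 grown in galactose medium; growth measured after three days at 30 °C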
# SARS 3CLpro inh: SARS-CoV 3CLpro protease inhibitors, primary screen, biochemical, quenched FRET; Replicase polyprotein 1ab (Severe acute respiratory syndrome coronavirus), P0C6X7; recombinant SARS-CoV 3CLpro, quenched FRET peptide cleavage; inhibition, % at 6 µM; 0.14% of 290,000 active; in the data active means inhibition above about 12%
# Vc quorum ag: inducers of Vibrio cholerae quorum light production without autoinducers, primary screen, BH1578 luxS cqsA deficient, single point. V. cholerae BH1578 lux reporter, luminescence, 6 h. activation, % at 18.7 µM. 0.16% of 350,000 active; in the data active means activation mostly above about 9.7%, no sharp cut-off; further: not every result past the cut was called active; inactives centre near 0; reference of the scale not given here
# Yp Topo-I inh: Yersinia pestis topoisomerase I inhibitors, primary screen, biochemical, cleavage product accumulation, plate reader, single point | DNA topoisomerase I (Yersinia pestis CO92) | Y. pestis Topo-I cleavage product accumulation | activity, % at 10 µM | 0.064% of 360,000 active | AID 504884, 2011; in the data active means activity above about 50%, passing the limit was not always enough; further: inactives centre near 2
# Rv3671c inh: Rv3671c serine protease inhibitors, primary screen, biochemical, fluorescence polarization, M. tuberculosis H37Rv; P9WHR9; inhibition, % at 5.96 µM; 0.048% of 320,000 active; AID 2606, 2010; in the data active means inhibition above about 38%;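 further: extracellular domain of Rv3671c used as enzyme; 0% = enzyme with DMSO and 100% = no enzyme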
# Anthrax LF prot: Bacillus anthracis LF protease inhibitors, primary screen, biochemical, multiplex microsphere, MLPCN library. multiplex microsphere protease cleavage assay. inhibition, % at 10 µM. 0.12% of 360,000 active. AID 588501, 2011; in the data active means inhibition above about 30%; further: plate controls were buffer without enzyme for full effect and enzyme alone for no effect
# PriA SSB inh: inhibitors of Klebsiella pneumoniae PriA binding to SSB C-terminal tail, primary screen, biochemical, AlphaScreen. AlphaScreen SSBct-PriA binding, biotinylated peptide. 0.6% of 430,000 active. PriA–SSB C-terminal tail interaction (Klebsiella pneumoniae). inhibition, % at 33 µM; in the data active means inhibition mostly above about 37%, no sharp cut-off; inactive means mostly below about 20%;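 further: plate controls were negative control peptide for no effect and reference peptide for full effect; strong numbers were not always called active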
# VHR inh abs: VHR1 phosphatase inhibitors, primary screen, biochemical, absorbance, uHTS; inhibition, % at 13.3 µM; recombinant VHR phosphatase, pNPP absorbance; 0.52% of 290,000 active; Dual specificity protein phosphatase 3 (Homo sapiens), P51452; in the data active means inhibition above about 50%; further: some compounds called inactive have numbers as strong as hits
# An asterisk follows results filed as active; i = inactive; nt = not tested or not shown; & = joins results of further samples.
SMILES,MazEF act,TcdB inh,PfHsp40 yeast,SARS 3CLpro inh,Vc quorum ag,Yp Topo-I inh,Rv3671c inh,Anthrax LF prot,PriA SSB inh,VHR inh abs
COc1ccc(OC)c(N2C(=O)CC(Cc3cc(C)cc(C)c3)C2=O)c1 (stereo unspecified),-17,nt,0.1,-1,-1.8,2,-2,-4,7,-8
CC(C)(C)NC(=O)CSc1n[nH]c(=O)n1-c1ccccc1,-1,nt,-1.3,6,0.7,2,-6,-3,-14,-3
O=c1c2ccccc2c(C=Nc2cccc(S(=O)(=O)NCc3ccco3)c2)c(O)n1-c1ccc(Cl)cn1,-8,nt,0.4,1,i,2,-42,1,9,18
Cc1cc(NC(=O)CCCn2nc(C)c([N+](=O)[O-])c2C)no1,3,0.6,-2.2,3,-0.8,-1,-1,-2,1,9
CC1(C2CC2)NC(=O)NC1=O (stereo unspecified),2,nt,-0.4,-2,-0.6,-3,-9,-2,-5,33
O=C1CCCC/C=C\C[C@H](CC(=O)N(CCO)Cc2ccccc2)C(=O)NCCO1,9,0.2,-0.8,nt,-0.2,-11,-2,3,-6,nt
CCCCCC(=O)NC(NC(=S)NC1CCS(=O)(=O)C1)C(Cl)(Cl)Cl (stereo unspecified),-7,nt,0.7,0,i,-2,-4,1,-5,22
COc1cccc(CNC(=O)C2Cc3ccccc3CN2C(C)=O)c1 (stereo unspecified),-1,-0.7,-0.4,-10,0.1,-1,-5,-13,7,41
Cc1cc(C)cc(-n2c(C)nc3cc(C(=O)O)ccc32)c1,2,-0.8,-1.6,3,-1.4,-10,-3,-5,-11,3
CCC(C)c1ccc(C(C)NC(=S)NC2CCCCC2)cc1 (stereo unspecified),1,1.6,-1.0,5,-0.3,31,-13,0,-16,32
CCC(c1ccc(C)cc1)N1C(=O)C2C3CCC(O3)C2C1=O (stereo unspecified),-4,2.2,-1.1,nt,-0.3,1,0,4,-12,nt
Fc1ccc(-c2ccnc3nc(N4CCN(c5ccccc5)CC4)nn23)cc1,9,nt,0.3,1,i,7,-2,-17,-9,37
O=C1c2cccc3c([N+](=O)[O-])c(O)cc(c23)C(=O)N1Nc1ccccc1,6,-0.9,1.2,1,-0.3,7,6,-7,10,2
CC1Sc2ccc(S(=O)(=O)N3CCC(C(=O)NCc4ccccc4)CC3)cc2NC1=O (stereo unspecified),5,-0.8,-1.8,4,-0.5,33,-4,0,2,4
O=C(/C=C/c1ccc2c(c1)OCCCO2)c1ccccc1O,-2,0.4,-0.5,-2,i,1,-12,-4,-5,2
COc1cc(/C=C(\C#N)C(=O)c2c(C)[nH]c3ccccc23)cc(OC)c1OC,2,0.1,0.0,1,-0.4,-7,-15,-3,2,9
CN(CC(=O)O)Cc1oc(CO)cc(=O)c1O,7,-2.3,0.8,nt,0.1,4,nt,-5,-7,nt
O=[n+]1c2c(n([O-])c3ccccc31)CCCC2,-1,nt,0.6,7,-0.4,-2,-1,0,0,28
Cc1ccc(-c2nnc(SCC(=O)N/N=C/c3c(C)nn(-c4ccccc4)c3C)n2-c2ccccc2)cc1,-10,0.7,-1.3,-3,-0.1,28,-11,-1,nt,-2
Cc1ccc(S(=O)(=O)N2CCCOC2CNC(=O)C(=O)NCCCn2ccnc2)cc1 (stereo unspecified),-8,1.5,0.0,8,0.2,-3,7,0,14,-4
COc1cc(NC(=O)COC(=O)CNC(=O)C2CCCCC2)cc(OC)c1,2,-1.7,0.0,nt,-2.5,5,-12,-1,0,nt
CCCNC(=O)NC(=O)CSc1ccc2c(c1)OCCO2,-7,nt,-0.1,7,8.3,-2,-7,-3,-5,18
Cn1c(=O)c(=O)n(C)c2cc(N3CCOCC3)c(NS(=O)(=O)c3ccc([N+](=O)[O-])cc3)cc21,-3,1.2,0.1,2,i,3,-2,-1,-5,0
C=CC[n+]1c(/C=C2\C=Cc3cc(C)ccc3N2CC)ccc2ccccc21,20,-3.2,277*,-1,-0.3,0,-31,-7,nt,20
COc1cc(-c2noc(CCCC(=O)NCc3ccco3)n2)cc(OC)c1OC,3,nt,1.3,2,i,-6,7,1,4,31
CC1CN(C(=O)c2cc3cc(Br)ccc3[nH]2)CC(C)O1 (stereo unspecified),5,0.3,0.6,-4,i,5,-16,1,0,2
O=C(Oc1coc(CSc2nnc(NC(=O)C3CC3)s2)cc1=O)c1ccccc1,1,nt,-0.2,1,-3.4,0,7,1,-10,-8
CCc1cc2c(cc3c(=O)n(CC(=O)NCCCN4CC(C)CC(C)C4)ncn32)s1 (stereo unspecified),16,1.1,-0.6,-3,-0.5,8,nt,-16,-9,-17
Cc1cccc(OCC(=O)N(Cc2ccco2)C2CCS(=O)(=O)C2)c1 (stereo unspecified),-6,-2.1,0.0,2,-0.2,-2,5,-15,-4,17
C=CCn1c(=O)c2c(nc3n2CCCN3CCc2ccccc2)n(C)c1=O,10,-1.9,0.2,1,i,9,-4,-1,-2,20

# Entries from the list above that contain a Cl atom:
SMILES,MazEF act,TcdB inh,PfHsp40 yeast,SARS 3CLpro inh,Vc quorum ag,Yp Topo-I inh,Rv3671c inh,Anthrax LF prot,PriA SSB inh,VHR inh abs
O=c1c2ccccc2c(C=Nc2cccc(S(=O)(=O)NCc3ccco3)c2)c(O)n1-c1ccc(Cl)cn1,-8,nt,0.4,1,i,2,-42,1,9,18
CCCCCC(=O)NC(NC(=S)NC1CCS(=O)(=O)C1)C(Cl)(Cl)Cl (stereo unspecified),-7,nt,0.7,0,i,-2,-4,1,-5,22

# (list continues)
SMILES,MazEF act,TcdB inh,PfHsp40 yeast,SARS 3CLpro inh,Vc quorum ag,Yp Topo-I inh,Rv3671c inh,Anthrax LF prot,PriA SSB inh,VHR inh abs
Cc1nnc(-c2cccc(Br)c2)c2cn(-c3ccccc3Cl)nc12,1,nt,0.2,4,-3.0,-1,-3,-14,-25,-1
CC(O)CCc1nc2ccc(C(=O)O)cc2[nH]1 (stereo unspecified),4,nt,-2.2,1,0.3,2,4,0,-7,-2
Cc1cccc2cc(CN(Cc3cccs3)C(c3nnnn3C3CCCC3)C(C)C)c(=O)[nH]c12 (stereo unspecified),-2,nt,0.7,-1,i,1,nt,-13,-10,6
Cc1ccc(S(=O)(=O)N2CCCC(C(=O)O)C2)s1 (stereo unspecified),-7,-0.4,-0.1,-1,-0.2,0,3,-4,3,-20
CN(C)c1ccc(-c2ccc3oc(-c4ccsc4)cc(=O)c3c2)cn1,2,0.1,-0.2,nt,-0.7,-2,-3,0,-3,nt
CNN/C(N=Cc1ccc([N+](=O)[O-])s1)=N\S(=O)(=O)c1cc(C)c(Cl)cc1SCc1ccccc1,-11,-0.2,-0.7,nt,nt,-31,nt,5,nt,nt
CCN1CCc2c(OCC(=O)N3CCCCC3)cccc2C1=O,2,0.3,-1.1,0,i,-6,-1,-4,-3,8
CCCCn1c(N)c(N(CC)C(=O)c2c(CC)noc2C)c(=O)[nH]c1=O,-5,2.4,-1.4,nt,1.2,-2,-10,4,-24,nt
Cc1ccsc1C(=O)Nc1ccc(OCc2ccccc2)cc1,-5,0.5,-0.4,4,-0.1,18,5,-1,0,-3
Cc1nnc(C)n1/N=C/c1cccnc1,9,nt,1.3,2,nt,1,2,5,nt,22
COCCNC(=O)CN1N=C(c2ccc(OC)cc2)CCC1=O,1,0.4,0.4,-2,0.5,-3,-1,-9,-4,14
COC(=O)c1c(C)oc(C)c1S(=O)(=O)N1CCCCC1,3,0.8,-0.2,2,-0.6,0,-3,-12,-7,20
O=C(CSc1nnc(CN2CCOCC2)n1-c1ccccc1)Nc1ccc(Cl)cc1,-4,nt,-0.4,1,0.1,23,-4,-3,2,26
Cc1cccc(/C=N/NC(=O)C[n+]2ccccc2)c1,7,1.9,-1.3,nt,5.1,-8,nt,-2,nt,nt
CCN(CC)S(=O)(=O)c1cccc(C(=O)N[C@H](C(=O)O)C(C)C)c1,3,nt,-0.4,-1,i,7,3,-1,-14,22
Oc1cccc(C2c3[nH]c4ccccc4c3CCN2Cc2cnn(-c3ccccc3)c2)c1 (stereo unspecified),19,0.7,2.1,4,-0.5,-2,1,-6,4,0
O=c1ncn(-c2cccc(F)c2)c2ncccc12,2,nt,0.5,6,1.4,3,5,0,-11,5
N#Cc1cc2cc3c(cc2nc1SCC(=O)N1CCOCC1)OCO3,2,-0.5,1.7,-3,0.6,1,-2,0,-8,2
O=C(O)c1cc2c([nH]c1=O)CCCC2,7,nt,0.2,1,nt,2,0,1,-12&-5&-11,-6
COc1ccccc1C(=O)NC1CCCc2ccccc21 (stereo unspecified),-1,-0.7,1.5,3,-0.1,27,9,6,-16,10
COc1ccc(-c2csc(C(C)(NC(C)=O)c3ccccc3)n2)cn1 (stereo unspecified),nt,1.5,nt,nt,-0.9,1,nt,1,nt,nt
COC(=O)c1c(NC(=O)c2ccco2)sc(C)c1C,-5,nt,0.1,6,i,-1,-6,-5,-11,4
Cn1c(=O)c(=O)n(C)c2cc(S(=O)(=O)CCC(=O)N3CCCCC3)ccc21,2,-0.6,0.4,-8,-1.2,-3,-1,-4,-1,17
O=c1c2ccccc2sn1-c1ccc(F)cc1,-9,-2.2,102*,nt,i,0,0,-6,0,nt
O=C1Nc2ccccc2Oc2cc([N+](=O)[O-])ccc21,6,nt,-0.8,-3,-0.3,9,-2,0,-9,19
CCOC(=O)CSc1ncc(OC)c(Sc2ccc(Cl)cc2)n1,-10,nt,0.2,0,i,46,-6,-16,-4,25
Cc1ccccc1OCC(=O)N1N=C(C(F)(F)F)CC1(O)C(C)(C)C (stereo unspecified),1,nt,0.9,0,-2.5,12,0,4,-11,-10
COc1cccc(CNC(=O)CCl)c1,2,2.2,0.4,-2,-1.0,-1,-14,-2,-2,0
Cc1ccc(S(=O)(=O)NNc2ccccc2)cc1,-3,1.4,0.6,1,-0.6,-8,-1,-1,-17,26
CC(C)NC(=O)Nc1cccc2c1O[C@@H](CN(C)S(=O)(=O)c1ccc(F)cc1)[C@@H](C)CN([C@H](C)CO)C2=O,2,0.8&0.1,-0.7,nt,i,18,3,7,-12,nt
COc1ccc([C@H]2N[C@]3(CCCN(Cc4ccccc4)C3=O)[C@H]3C(=O)N(Cc4ccccc4)C(=O)[C@@H]23)cc1,0,-1.7,nt,nt,i,29,nt,-6,nt,nt
CCc1nc2ccc(C(=O)N3CCCC(C(N)=O)C3)cn2c1N(C=O)CC (stereo unspecified),nt,1.8,nt,nt,i,0,nt,1,nt,nt
COc1cc(C2C3C(=O)N(Cc4ccccc4)C(=O)C3ON2c2ccccc2)cc(OC)c1OC (stereo unspecified),-1,nt,-0.5,1,i,-5,nt,-3,3,2
Cc1cc(C)n(C2CCCCC2OC(=O)c2ccccc2F)n1 (stereo unspecified),1,nt,0.1,1,-6.7,3,9,-5,-18,4
CC(C)c1ccc(C(=O)NC(=S)Nc2ccc3[nH]c(=O)[nH]c3c2)cc1,0,0.2,0.3,7,-0.5,22,-4,-2,10,8
COCCN(Cc1cc2cc(C)ccc2n2nnnc12)C(=S)Nc1ccc(OC)cc1,-1,1.3,0.6,nt,i,-3,nt,-15,-12,nt
CCN(CC)S(=O)(=O)c1ccc(C(=O)Nn2cnnc2)cc1,-5,0.0,-1.7,-4,-0.1,-2,-1,6,-3,nt
Cc1ccc(N(CC(=O)NCc2ccccc2Cl)S(=O)(=O)c2cccs2)cc1,-2,nt,1.8,3,1.2,23,3,2,-8,19
COc1ccc(C)cc1NC(=O)c1ccc(NS(=O)(=O)c2cccc3cccnc23)cc1,1,0.5,0.8,1,-0.8,15,-28,2,9,-8

# Screening data deposited in PubChem by several laboratories.

# Some of the compounds tested; rates above refer to the full screens.
